Screening results (PubChem)
WT yeast gro inh – growth inhibition of WT yeast, mitochondrial fusion screen; 190,000 compounds, 2.1% hits; inhibition, % at 10 µM; mitochondrial fusion phenotypic screen, WT strain; in the data active means inhibition above about 58%; tested in S. cerevisiae
Yfh1-depleted yeast – mitochondrial function rescue without frataxin homolog – Friedreich's ataxia, plus single-dose screen, dose response (AID 1465) | S. cerevisiae Yfh1-off respiration, WST-1 reduction, 72 h; higher fold induction means a stronger effect | one-dose fold induction at 50 µM; EC50 in µM for titrated hits | 220,000 compounds, 0.074% hits;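 active means fold induction of absorbance versus untreated yeast above a set limit, then at least 30% activation at any dose in follow-up; inconclusive means repeats straddling the limit, or above it without dose testing; inactive means fold induction below the set limit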;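 further: activators that raise dye reduction in frataxin-depleted yeast; strong numbers were not always called active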
P. falciparum M17LAP – P. falciparum M17LAP inhibitors, primary screen, biochemical, fluorogenic H-Leu-NHMec substrate, 1536-well (AID 1619); recombinant M17LAP, H-Leu-NHMec fluorogenic kinetic assay; higher % means a stronger effect; one-dose inhibition, % at 30 µM; IC50 in µM for titrated hits; 220,000 compounds, 0.38% hits;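 active means compound inhibiting the enzyme by more than half at any dose during confirmatory dose-response retesting; inconclusive means strong single-dose inhibitors picked by rank but not retested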;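 further: plate controls were full reaction with DMSO carrier for no effect and no enzyme background for full effect; strong numbers were not always called active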
P. falciparum M1AAP – malaria alanyl aminopeptidase activity blockers – biochemical, fluorogenic H-Leu-NHMec substrate, 1536-well (AID 1445); recombinant M1AAP, H-Leu-NHMec fluorogenic kinetic assay; higher % means a stronger effect; one-dose inhibition, % at 30 µM; IC50 in µM for titrated hits; 220,000 compounds, 0.42% hits;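 active means primary inhibition above the hit cutoff, then over 50% inhibition at one or more dose response concentrations, cut at about 23% in these data, passing the limit was not always enough; inconclusive means conflicting primary data, or primary hits not chosen for dose response; inactive means low primary inhibition, or under 50% at every dose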;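 further: plate controls were DMSO full reaction for no effect and no enzyme background for full effect; strong numbers were not always called active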
XIAP antagonists – XIAP antagonists, biochemical, IAP family, fluorescence polarization (AID 1018) | XIAP BIR domain, fluorescence polarization peptide displacement; higher % means a stronger effect | displacement, % at 20 µM, or IC50 in µM where a hit was titrated | 200,000 compounds, 0.007% hits; in the data active means displacement above about 50%; further: a part of the inactive calls stands beside numbers as strong as those of hits
LYP phosphatase – PTPN22 lymphoid phosphatase activity blockers – biochemical, fluorescence intensity, uHTS (AID 1779). inhibition, % at 11.5 µM; hits with a dose series show IC50 in µM. 290,000 compounds, 0.054% hits. recombinant LYP phosphatase, fluorescence intensity; higher % means a stronger effect;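 further: plate controls were vehicle with enzyme for no effect and no enzyme for full effect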
PMI inhibitors – MPI enzyme activity inhibition – biochemical, fluorescence intensity, coupled assay, primary screen (AID 1209). purified PMI enzyme, coupled fluorescence intensity; higher % means a stronger effect. inhibition, % at 20 µM; hits with a dose series show IC50 in µM. 190,000 compounds, 0.42% hits;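 further: plate controls were DMSO vehicle for no effect and wells lacking substrate for full effect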
TNAP activators – stimulation of alkaline phosphatase TNAP activity – biochemical, luminescent, no phosphate acceptor, uHTS, primary screen (AID 1001) | purified TNAP, luminescent activation assay, no phosphate acceptor; higher activation fold means a stronger effect | 200,000 compounds, 0.03% hits | one-dose activation fold at 20 µM; EC50 in µM for titrated hits; in the data active means activation fold from about 3, or a potency from the dose series; inactive means the rest, 99 in 100 with activation fold below about 1.6; further: many of its hits are not listed in these tables
human PMI inhibitors – MPI inhibition at elevated mannose 6-phosphate – biochemical, fluorescence intensity, high mannose 6-phosphate, primary screen (AID 1220) | 190,000 compounds, 0.66% hits | inhibition, % at 20 µM; hits with a dose series show IC50 in µM | recombinant PMI enzyme, coupled fluorescence intensity; higher % means a stronger effect
WT yeast gro inh mutant strain – also measured in WT yeast gro inh; calls as there; inhibition, %; mitochondrial fusion phenotypic screen, mutant strain inhibition
* hit, by the source's call; i = inactive; ? = inconclusive; nt = no result given. Unless noted, no stated cut-off is given here; in the data, active means inhibition above about 50%; inactive means the rest.

SMILES	WT yeast gro inh	WT yeast gro inh mutant strain	Yfh1-depleted yeast	P. falciparum M17LAP	P. falciparum M1AAP	XIAP antagonists	LYP phosphatase	PMI inhibitors	TNAP activators	human PMI inhibitors
CCN(CC)CCCNC(=O)C1CCN(C(=O)c2cc3sccc3n2Cc2ccc(F)cc2)CC1	-12	1	i	6%	?	-6.8%	-8%	8%	1.1	10%
O=C(Nc1ccccc1)C1=C[C@@H](c2csc3ccccc23)C[C@@H](OCc2ccc(CO)cc2)O1	6	-7	i	-3%	-2%	-3.5%	2%	15%	1	8%
C/C(=N\NC(=O)c1cccs1)c1cccnc1	-4	-11	i	18%	6%	-1.5%	1%	-5%	1.1	-1%
CCOC(=O)C1(CCCc2ccccc2)CCN(C(=O)CCc2cnccn2)CC1	-10	-13	i	-5%	-1%	2.4%	-3%	12%	1.1	8%
COc1ccccc1NC(=O)Nc1ccc2c(c1)OCCO2	12	15	i	13%	5%	-2.1%	-1%	6%	1.2	11%
COc1cccc(CNC2CCCC2)c1	-14	20	i	11%	2%	-7.0%	-4%	-6%	1.1	-10%
Cc1[nH]c(=O)[nH]c(=O)c1S(=O)(=O)N1CCN(c2ccccc2F)CC1	-14	9	i	-3%	3%	-11%	2%	4%	1	0%
Cc1cccnc1NC(=S)Nc1ccc(Br)cc1Cl	28	29	i	-1%	13%	-0.1%	2%	8%	1.1	8%
O=C(c1csc(Nc2ccccc2Cl)n1)N1CCCC1	69*	-7.6*	nt	-2%	18%	-3.1%	5%	6%	1	7%
CCOc1ccccc1Nc1cc(C)nc2nc(C)nn12	13	3	i	7%	-1%	-1.3%	-6%	2%	1.1	7%
Cc1nc(N2N=C3/C(=C/c4ccc(F)cc4)CCCC3C2c2ccc(F)cc2)sc1C(=O)N(C)C (stereo not given)	74*	43*	nt	7%	4%	-6.5%	-1%	-3%	1.4	-19%
CCc1nnc(NC(=O)c2cccnc2SC)s1	1	8	i	-3%	7%	-7.5%	-7%	-2%	1.1	-4%
Cn1c(=O)cc(OCCCC(=O)Nc2cccnc2)c2ccccc21	11	-7	i	-5%	1%	1.3%	-7%	7%	1.2	5%
O=C(c1ccccc1)N1CCn2c(nc3ccccc32)C1	-1	13	i	4%	4%	-20%	-4%	4%	1.1	6%
Cc1cc(NC(=O)c2cccc(F)c2)ncc1NC(=O)c1ccco1	3	3	i	6%	9%	0.0%	-4%	-3%	1.2	-6%
Cc1cccc(N2CCN(Cc3ccoc3)CC2)c1C	23	8	i	3%	2%	-6.3%	-4%	6%	1.1	3%
CCCn1c(=NC(=O)c2c(-c3c(F)cccc3Cl)noc2C)c(C(=O)OCC)cc2c(=O)n3ccccc3nc21	9	10	i	-10%	0%	-8.3%	7%	18%	1	8%
Cn1c(=O)oc2cc(S(=O)(=O)NC3CCCc4ccccc43)ccc21 (stereo not given)	13	-5	i	14%	0%	-4.1%	-3%	-7%	1	0%
Cc1ccc(C)c2[nH]c(=O)c(C(c3nnnn3Cc3ccccc3)N3CCc4ccccc4C3)cc12 (stereo not given)	6	3	i	-4%	8%	-5.0%	-6%	-20%	1	-65%
O=C(CSc1nnc2c(n1)[nH]c1ccc(S(=O)(=O)N3CCOCC3)cc12)Nc1ccc(F)c(F)c1	9	1	i	28%	4%	-3.3%	2%	1%	0.9	6%
Cc1ccc(C(C(=O)Nc2ccc3c(c2)OCO3)N(C)C(=O)/C=C\c2ccc3c(c2)OCO3)cc1 (stereo not given)	17	-8	i	3%	4%	-2.5%	13%	9%	1.1	12%
CCNS(=O)(=O)c1ccc(CCC(=O)NCc2ccc(C)cc2)cc1	-11	-19	i	14%	22µM*	-3.0%	-8%	-1%	1	-4%
CC1CCN(c2oc(Cc3cccc4ccccc34)nc2C#N)CC1	-5	7	i	-8%	11%	-9.2%	-3%	9%	1.2	8%
Clc1cc(CSc2ccccc2)nc(-c2ccccc2)n1	5	13	i	-4%	7%	nt	-4%	11%	1.1	10%
CN(C(=O)c1ccccn1)c1nnc(-c2cnccn2)s1	4	-7	i	9%	4%	-1.6%	-7%	-4%	1.1	-1%
CCOC(=O)C1(Cc2ccccc2)CCCN(Cc2ccncc2)C1 (stereo not given)	-6	-11	i	-13%	9%	-5.0%	2%	15%	1.1	30%
NC(=O)c1ncc(C(F)(F)F)cc1Oc1ccc(F)cc1	18	23	i	8%	3%	-3.7%	-8%	10%	1.1	4%
COCCNC(=S)c1ccc(Br)cc1	6	-15	i	1%	6%	-8.6%	6%	27%	1.2	12%
O=C(NCCN1CCC(Cc2ccccc2)CC1)C1CCCN(S(=O)(=O)c2cnc[nH]2)C1 (stereo not given)	10	-1	nt	-2%	4%	-1.2%	-4%	-6%	1.1	-3%
CCOc1ccc(C(C)=O)cc1CSc1nc(C)cc(C)n1	-16	-17	i	-9%	12%	-6.0%	-2%	nt	1	nt
CCCNc1nc(N2CCCC2)nc(N2CCCC2)n1	31	13	i	10%	8%	-4.7%	-10%	nt	1.1	nt
Cc1cc(NC(=O)/C(C#N)=C/c2ccc(-c3cccc(C(F)(F)F)c3)o2)n(-c2ccccc2)n1	27	1	nt	4%	6%	1.3%	8%	12%	1	7%
Cc1cccc(C)c1OCCOC(=O)c1n[nH]c2ccccc12	67*	33*	i	-11%	3%	-6.3%	2%	20%	1.9	10%
COc1ccc(C2C(C(C)=O)=C(O)C(=O)N2CCCn2ccnc2)cc1OC (stereo not given)	nt	nt	i	nt	nt	-2.8%	1%	-13%	1.1	-3%
COc1ccc(NC(=O)c2cc3c([nH]c4ccccc43)c(C)n2)cc1	1	-12	i	4%	2%	-5.1%	-8%	-10%	0.9	-2%
COCCNC(=O)C(c1ccco1)N(C(=O)Cn1nnc2ccccc21)c1cccc(C)c1C (stereo not given)	-13	-12	i	-1%	-4%	-6.0%	-8%	7%	1.2	5%
O=C(Cc1cccc2ccccc12)N/N=C/c1ccc(OC(=O)/C=C/c2ccco2)cc1	-4	2	i	23%	3%	-2.8%	0%	-14%	1	-22%
Cc1ccc2oc(C(=O)Nc3nnc(C)s3)c(C)c2c1	2	3	i	-3%	-8%	-3.5%	1%	5%	1.1	5%
OC(Cn1ccnc1)c1ccc(Cl)cc1Cl (stereo not given)	30	40	i	-3%	-8%	-1.1%	0%	4%	1	8%
O=C(Nc1ccccc1NC(=O)NC1CCCCC1)NC1CCCCC1	-16	-33	i	-4%	4%	-9.5%	0%	6%	1.2	2%
Cc1ccc(NC(=O)CNc2ccc(OC(C)C)cc2)cc1	3	-4	i	50%	7%	-12%	-3%	24%	1.1	19%
Cc1cc(C)c(OC2(c3ccccc3)OC(=O)c3ccccc32)c(C)c1 (stereo not given)	79*	45*	i	-11%	-1%	0.3%	-5%	16%	1.1	10%
Cc1ccc(OCc2n[nH]c(=S)n2Cc2ccccc2)cc1	9	6	i	3%	2%	-4.8%	-10%	6%	0.9	10%
Cc1ccc2c(c1)C1CN(C)CCC1N2C(=S)Nc1ccc(OC(F)F)cc1 (stereo not given)	18	9	i	-3%	0%	-2.7%	8%	8%	1.2	4%
COC(=O)[C@H](CC(C)C)NC(=O)NCc1ccc(Cl)cc1	nt	nt	i	8%	5%	nt	-7%	nt	nt	nt

P. falciparum M1AAP: entries above that show a hit
compound,WT yeast gro inh mutant strain,P. falciparum M17LAP,P. falciparum M1AAP,XIAP antagonists,LYP phosphatase,PMI inhibitors,TNAP activators,human PMI inhibitors
CCNS(=O)(=O)c1ccc(CCC(=O)NCc2ccc(C)cc2)cc1,-19,14%,22µM*,-3.0%,-8%,-1%,1,-4%

(cont.)
SMILES	WT yeast gro inh	WT yeast gro inh mutant strain	Yfh1-depleted yeast	P. falciparum M17LAP	P. falciparum M1AAP	XIAP antagonists	LYP phosphatase	PMI inhibitors	TNAP activators	human PMI inhibitors
Cc1ccc(-n2nnnc2SCC(=O)NNC(=O)c2ccco2)cc1C	2	3	i	-4%	2%	-4.4%	-6%	1%	1.4	-5%
N#Cc1c(-c2ccccc2)cc(-c2ccco2)c(C#N)c1N	8	6	nt	-32%	16%	-9.1%	4%	11%	1.1	8%
O=C(COc1cccc(Br)c1)N/N=C/C(=O)c1ccccc1	8	5	i	6%	9%	-4.9%	11%	7%	1	0%
COc1cc(S(=O)(=O)N2CCC(c3nc4ccccc4s3)CC2)ccc1S(=O)(=O)N1CC(C)CC(C)C1 (stereo not given)	1	-1	i	7%	11%	-4.0%	-2%	-3%	1.1	-2%
O=c1oc2cc(OCc3nn[nH]n3)ccc2c2c1CCCC2	-22	-55	i	-5%	3%	-1.4%	-2%	-10%	1.1	-7%
O=[N+]([O-])c1ccc(/C=C/C2=NN(c3ccccc3)C(c3ccco3)C2)o1 (stereo not given)	8	27	i	3%	1%	-13%	7%	-24%	1	-5%
Cc1ccnc(NC(=O)c2cc(S(=O)(=O)N3CCCCC3)ccc2Cl)c1	0	-28	i	-26%	6%	-6.2%	-5%	-7%	1.2	-8%
CCn1c(Cl)c(C=O)s/c1=N\S(=O)(=O)c1ccccc1	nt	nt	i	-3%	1%	nt	5%	nt	nt	nt
CC1CCC2(CC1)NC(=O)N(CC(=O)NCc1ccc3c(c1)OCO3)C2=O (stereo not given)	nt	nt	i	13%	6%	nt	-3%	nt	nt	nt
O=C(NCCCNc1ccc([N+](=O)[O-])cc1Cl)c1ccccc1F	-9	-6	i	-3%	9%	-7.0%	-7%	-14%	1	1%
N#Cc1cc2c(=O)n3ccccc3nc2n(Cc2ccco2)c1=NC(=O)c1ccco1	-10	-14	i	-6%	2%	-12%	-20%	-7%	1	27%
COc1ccc(NC(=O)c2ccc(-c3ccccc3)cc2)cc1S(=O)(=O)N1CCOCC1	-6	10	i	-1%	-5%	-4.8%	-3%	6%	1.1	6%
Cn1c(CNC(=O)OC(C)(C)C)n[nH]c1=S	-11	3	i	16%	6%	-4.8%	-3%	nt	1	nt
COc1cc(/C=C(\C#N)c2nc3ccccc3n2C)cc(OC)c1O	-9	-9	i	56%	15%	-2.9%	-1%	18%	0.8	57%*
COC(=O)c1sccc1-c1ccc(C(N)=O)o1	-6	2	i	-2%	7%	-3.1%	-9%	2%	1	8%
CC(Oc1ccccc1F)C(=O)NCCN1CCCCC1 (stereo not given)	-1	-2	i	-3%	-3%	-5.0%	-8%	-5%	1.1	-3%
c1ccc2c(CSCc3nc4ccccc4[nH]3)cccc2c1	75*	69*	i	0%	6%	1.3%	-4%	13%	1.5	6%
CCOc1ccc(NC(=O)NC(=O)N(C(C)C)S(C)(=O)=O)cc1	-17	-9	i	16%	2%	0.9%	-2%	-4%	1.2	0%
N#Cc1ccccc1/C=C/C(=O)N1CCOCC1	9	-3	i	nt	nt	-11%	-9%	5%	1.1	-5%
